Screening data deposited in PubChem BioAssay by University of Kansas High Throughput Screening Laboratory.
Pf apPOL block = Pf-apPOL inhibitors, biochemical, fluorescence | Plasmodium falciparum apicoplast DNA polymerase (apPOL) | Recombinant Pf-apPOL, molecular beacon fluorescence, 1.5 h | inhibition, % at 10 µM | hit rate 0.25% among 210,000
mHTT CaM bind = mutant huntingtin-calmodulin interaction inhibitors – biochemical, AlphaScreen, primary screen; inhibition, % at 15 µM; P42858; AID 1671202, 2021; AlphaScreen His-mHTT/GST-CaM binding, luminescence; hit rate 3.6% among 190,000;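 note: 0% = both proteins with DMSO and 100% = one protein alone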
An asterisk follows results filed as active; i = inactive; x = no result given; & = joins results of further samples. Cut-off read from the data, not from the text of the source: active = inhibition above about 50%; inactive = the rest.

SMILES	Pf apPOL block	mHTT CaM bind
Cc1ccc(-c2nnc(NC(=O)C3=COCCO3)o2)c(C)c1	-5	35
CCN(CC)c1ccc(NC(=O)c2ccc(C)o2)cc1	1	48
CCn1ccc2oc(C)c(C(=O)N3CCN(c4ccccc4Cl)CC3)c2c1=O	0	77*
CCOC(CNC(=O)c1cn(CC)c2nc(C)ccc2c1=O)OCC	-10	1
Cc1cc([N+](=O)[O-])ccc1NCc1ccco1	-5	21
O=C(O)c1ccc(CC(=O)c2ccc(O)cc2O)o1	-6	2
COc1ccc(C2=CC(c3cccc(Br)c3)n3nc(CCCO)nc3N2)cc1 (stereo not drawn)	-5	15
CCCNC(=O)c1cc(C)nc2c(C)cc(C)cc12	-2	-3
COc1ccccc1N1CCN(CCN2C(=O)CC3(CCCC3)CC2=O)CC1	6	x
Cc1cccc(-n2nc(C)c3sc(N(C)CC(=O)N4CCCCC4)nc32)c1	6	6
N#CC1=C(N)OC2=C(C(=O)CC(c3ccco3)C2)C1c1ccc(OCc2ccccc2F)cc1 (stereo not drawn)	0	12
O=C(c1ccc(Cl)c(Cl)c1)c1nccn1Cc1ccc(Cl)cc1	6	x
CCOC(=O)C[C@H]1c2ccccc2S(=O)(=O)N1Cc1cccc(C(F)(F)F)c1	-5	-9
O=C(COc1ccc(F)cc1)N1CC(OCc2ccc(F)cc2)C1	-2	0
O=[N+]([O-])c1cc(C(F)(F)F)ccc1N1CCc2ccccc21	1	95*
Cc1noc(-c2nn(C)c3c2CN(S(=O)(=O)c2cccc(F)c2)CC3)n1	0	18
O=c1oc2cc(O)ccc2cc1-c1ccc2c(c1)OCCO2	-8	x
COc1ccccc1C(=O)N1CCc2c(nc3cc(-c4ccccc4Cl)[nH]n3c2=O)C1	-1	64*
COCC(C)NS(=O)(=O)c1ccc(OC)cc1 (stereo not drawn)	-3	-3
COc1ccc(OCC(=O)N2CCCC2C(=O)NCCc2csc(C)n2)cc1 (stereo not drawn)	-4	0
CCCCc1nnc2n1N=C(c1ccc(Br)cc1)CS2	-11	0
Cc1cc(CNC(=O)C2CC(=O)N(c3ccc(F)cc3)C2)no1 (stereo not drawn)	-3	-11
CS(=O)(=O)N(CC(=O)NCc1cccnc1)c1cc(C(F)(F)F)ccc1Cl	0	0
O=C(Nc1ccccc1C(=O)NCCCN1CCCCC1)c1ccc([N+](=O)[O-])cc1	-6	x
O=C(O)c1cccc(NC(=O)c2cccc(Br)c2)c1	-1	-3
N#CCc1nc(-c2cccs2)cs1	x	19
COc1cc([N+](=O)[O-])cc(/C=C2\C(=O)NC(=O)N(c3ccc(Br)cc3)C2=O)c1O	-7	10
O=C(Nc1cc(-c2ccccn2)no1)c1ccccc1F	0	-10
COC(=O)c1sc(S(C)=O)c(-c2ccon2)c1C (stereo not drawn)	3	x
O=C(Nc1cc(F)cc(F)c1)c1cc(C2CC2)n2nccc2n1	-1	-8
CCNS(=O)(=O)c1ccc2c(c1)Cc1cc(S(=O)(=O)NCC)ccc1-2	-2	22
COc1cc(C)c(NC(=O)c2ccccc2SC)cc1C(C)C	-42	0
O=C(Cc1csc(NC(=O)c2cnccn2)n1)Nc1nc2ccccc2s1	30	80*
COc1ccccc1C1CC(c2cc(Cl)ccc2O)=NN1 (stereo not drawn)	-7	47
COc1ccc(NC(=O)CN2C(=O)C(c3ccccc3)=NC23CCCC3)cc1OC	-3	6
O=C(NC1CC2CC1CN2S(=O)(=O)c1ccccc1C(F)(F)F)c1ccccc1 (stereo not drawn)	-5	0
CC(/C=N/NC(=O)c1cnccn1)=C\c1ccco1	x	i
COc1cc(-n2c(=O)c3ccccc3n(CC(=O)C(C)(C)C)c2=O)cc(OC)c1OC	0	4
CSc1nc2ccccc2c(=O)n1CC1CCCCC1	-8	-65
FC(F)(F)c1cc(-c2cccs2)nc(NCc2cccs2)n1	-7	-22
Cc1cccnc1NC(=O)Cn1cnc2scc(-c3ccccc3)c2c1=O	-14	10
Cc1nn(C)c(C)c1CNC(=O)c1cccc(N2CCNC(c3ccccc3)C2)n1 (stereo not drawn)	-3	3
COc1ccc2nc(SCC(=O)Nc3ccc4c(c3)OCO4)[nH]c2c1	-13	25
Cc1ccc(N(CC(=O)N2CCCC2)S(=O)(=O)c2ccc(F)cc2)cc1	9	-4
COc1ccc(C(=O)N2CCC3(CC2)NC(=O)N(Cc2cccc(Cl)c2)C3=O)cc1	-5	25

Arranged by count of non-hydrogen atoms (largest number first): part of the list above
SMILES	Pf apPOL block	mHTT CaM bind
COc1ccccc1C(=O)N1CCc2c(nc3cc(-c4ccccc4Cl)[nH]n3c2=O)C1	-1	64*
O=C(Nc1ccccc1C(=O)NCCCN1CCCCC1)c1ccc([N+](=O)[O-])cc1	-6	x
CCOC(CNC(=O)c1cn(CC)c2nc(C)ccc2c1=O)OCC	-10	1
O=C(Nc1cc(F)cc(F)c1)c1cc(C2CC2)n2nccc2n1	-1	-8
COC(=O)c1sc(S(C)=O)c(-c2ccon2)c1C (stereo not drawn)	3	x

Continuation.
SMILES	Pf apPOL block	mHTT CaM bind
CCc1ccc(-c2cncc(CN3CCC(C(N)=O)CC3)c2)cc1	-10	2
COc1ccc(OC)c(NC(=O)CCN2CC(C)OC(C)C2)c1 (stereo not drawn)	-9	6
CSc1nc(NC=C(C#N)C(=O)c2cccs2)n2nc(C)cc2n1	-13	x
COc1cc(NC(=O)C2CC(c3ccc(F)cc3)=NO2)cc(OC)c1OC (stereo not drawn)	-4	-3
COC(=O)c1ccccc1NC(=O)C1CN(C(=O)c2ccc(F)c(F)c2)C1	-4	-14
CC1(c2ccccc2)OC(=O)C(=Cc2ccc(O)cc2)C(=O)O1 (stereo not drawn)	0	8
COc1cccc(/C=C2\SC(NC(C)=O)=NC2=O)c1OCc1ccc(Cl)cc1Cl	-4	-11
CCc1nc(-c2cccnc2N2CCCC(C(=O)NCc3ccccc3Cl)C2)no1 (stereo not drawn)	-4	-2
COCCNC(=O)Nc1nnc(-c2ccsc2)o1	-1	4
Cc1cc2[nH]c(C(=O)Nc3cc(F)ccc3C)c(CN3CCOCC3)c2s1	12	12
Clc1ccccc1CN[C@H]1CCC12CCCCC2	-4	-4
COc1ccc2nc(NC(=O)CCCOc3cccc(C)c3)sc2c1	2	-2
COc1cccc(NC(=O)C2CCN(c3cn[nH]c(=O)c3)CC2)c1	3	4
COc1ccc(NC(=O)c2cnn(-c3ccccc3)c2NC(=O)c2ccccc2F)cc1	-2	-2
Cc1ccccc1C(=O)NC1CCN(c2ccccc2C(=O)NC(C)(C)C)CC1	-4	3

The list goes on, overlapping the part above by 6 compounds.
SMILES	Pf apPOL block	mHTT CaM bind
Cc1cc2[nH]c(C(=O)Nc3cc(F)ccc3C)c(CN3CCOCC3)c2s1	12	12
Clc1ccccc1CN[C@H]1CCC12CCCCC2	-4	-4
COc1ccc2nc(NC(=O)CCCOc3cccc(C)c3)sc2c1	2	-2
COc1cccc(NC(=O)C2CCN(c3cn[nH]c(=O)c3)CC2)c1	3	4
COc1ccc(NC(=O)c2cnn(-c3ccccc3)c2NC(=O)c2ccccc2F)cc1	-2	-2
Cc1ccccc1C(=O)NC1CCN(c2ccccc2C(=O)NC(C)(C)C)CC1	-4	3
CC(C(=O)N1CC2(C)CC1CC(C)(C)C2)N1C(=O)c2ccccc2C1=O (stereo not drawn)	-2	6
Cc1nn(C(=O)c2ccco2)c(C)c1Sc1ccc([N+](=O)[O-])cc1	2	-5
Cc1cc2c(N3CCC(C(=O)Nc4ccc(C)c(F)c4)CC3)nccc2s1	-1	7
Fc1ccc(C2Nc3ccc(Br)cc3C3C=CCC32)cc1 (stereo not drawn)	-1	15
Cc1ccc(N2CCN(C(=O)c3ccccc3Cl)C(C)C2=O)cc1C (stereo not drawn)	0	-9
O=C(NNC(=O)c1ccco1)c1ccco1	x	-2
Cc1cc(O)c(CN2CCN(C)CC2)c2c1C(=O)C(=Cc1ccco1)O2	0	15
O=C1NC(=Nc2ccccc2)S/C1=C/c1ccccc1	0	2
C=CCNC(=O)CN(Cc1cccc(C)c1)S(=O)(=O)c1ccc(Cl)cc1	-2	-5
CC1Oc2ccccc2N(Cc2nc(-c3ccc(F)c(Cl)c3)no2)C1=O (stereo not drawn)	1	-23
O=C(O)c1ccc(CSc2nnnn2C2CCCCC2)cc1	0	3
COc1ccc(C(=O)N2CC(=O)Nc3ccc(F)cc3C2c2ccccc2)c(OC)c1 (stereo not drawn)	0	12
COc1cc(C2N(C(C)=O)N=C(NC(C)=O)N2C(C)=O)cc(OC)c1OC (stereo not drawn)	-11	x
O=C(c1cc(-c2ccco2)on1)N1CCCC1c1ccc(Cl)cc1 (stereo not drawn)	-2	32
FC(F)(F)c1cc(-c2nc(CSc3ncccn3)no2)cc(C(F)(F)F)c1	-5	x
Cc1ccc(N2C(=O)C3C4C=CC(C4=C4CCCC4)C3C2=O)c(C)c1 (stereo not drawn)	-8	-4
Cn1nc(-c2nc(Cc3ccccc3)no2)c2c1CCN(C(=O)Cc1cccnc1)C2	-2	15
Cc1cc(O)cc2c(=O)c3ccccc3sc12	0	-3
Cc1c(C(=O)N(Cc2cccnc2)c2nc3c(F)cccc3s2)cnn1-c1ccccc1	-6	-8
Cn1nc(C(=O)N2CC3CC(NC(=O)c4ccccc4)C2C3)c2ccccc21 (stereo not drawn)	-2	2
COc1ccc(N2CCN(C(=O)C3CCCC3)C(C)C2=O)c(OC)c1 (stereo not drawn)	1	0
NS(=O)(=O)c1ccc(NC(=O)c2ccc(I)cc2)cc1	-4	1
Cc1cc(C)cc(Oc2c(C(F)(F)F)oc3c(CN4CCOCC4)c(O)ccc3c2=O)c1	-2	0
CCOc1ccc(C(=O)Nc2ccccn2)cc1Br	-2	-6
COc1ccc(C2/C=C\CN(S(=O)(=O)/C=C/c3ccccc3)CC(=O)N2Cc2ccc(F)cc2)cc1 (stereo not drawn)	-6	10
CCN(CC)S(=O)(=O)c1ccc(Br)c2nsnc12	0	8
Cc1nn(Cc2ccccc2)c(C)c1CCC(=O)O	2&0	-8&-1
O=C(c1cc2n(n1)C(C(F)(F)F)CC(c1cccs1)N2)N1CCCC1 (stereo not drawn)	-6	7
Cc1ccc(NC(=O)c2cc(C)n3nccc3n2)c(C)c1	-2	-10
CCc1ccc(C2=C/C(=C\c3cccnc3)C(=O)O2)cc1	-2	-14
Cc1cc(C)cc(N2CC(C(=O)NC(C)C)CC2=O)c1 (stereo not drawn)	-2	-4
CC(=O)Nc1c(C(C)=O)c(C)nc2ccccc12	-7	0
COc1ccc(CCC(=O)N2CCCC2c2c(C)noc2C)cc1 (stereo not drawn)	17	-2
O=C(C[n+]1ccccc1)Nc1nc(-c2ccccc2)cs1	1	-4
CCc1nc(NC(C)CC)c2cnn(-c3ccccc3Cl)c2n1 (stereo not drawn)	-7	-4
O=C(Cc1cccs1)N1CCC(COc2ccc(C(=O)N3CCCC3)cc2)CC1	2	4
COCCn1ccc2cc[nH]c(=O)c21	-5	-6
COc1ccc(-c2noc(Cn3ccnc3)n2)cc1	-7	8
CCOC(=O)C(C)Oc1ccc2c(c1)OC(=Cc1ccc(C)o1)C2=O (stereo not drawn)	-1&5	10&24
COc1cc(OC)cc(C(=O)N2CCC3(C2)NCc2ccccc2NC3=NC(C)(C)C)c1 (stereo not drawn)	-5	33
O=C(c1nc(-c2ccccc2)nc2c1OCO2)N1CCCC1	0	19
COc1cc(C)c(C)cc1S(=O)(=O)Nc1ccc2c(c1)C(=O)NCCO2	1	0
Cc1cc(=O)n(-c2ccc(S(=O)(=O)O)cc2)[nH]1	1	-7
Cc1ccc(N2CCN(C(=O)c3ccc(Cn4cncn4)cc3)CC2)c(C)c1	-5	12
CCOc1ccc(-c2cc3n(n2)CCCN(C(=O)c2cccnc2)C3)cc1	-11	9
NC(=O)c1ccc(NC(=O)C2CCN(c3cc(N4CCCC4)ncn3)CC2)cc1	-5	-1
COc1ccc(-c2noc(CCC(=O)NCCc3ccc(OC)c(OC)c3)n2)cc1	-1	10
O=c1c2c(oc3c1CCCC3)CCCC2	x	-5
CNC(=O)Nc1ccc2c(c1)N(S(C)(=O)=O)CC2	1	-3
O=C(CC1Sc2ccccc2NC1=O)Nc1ccc(F)c(Cl)c1 (stereo not drawn)	-4	0
Cc1ccc(OCC(=O)Nc2ccc(S(N)(=O)=O)cc2)c(Br)c1	-6	3
Cn1cnnc1SCCNC(=O)c1cc(-c2cccs2)[nH]n1	-7	-12
CS(=O)(=O)c1ccc2nc(NC(=O)c3ccc(Cl)cc3)sc2c1	3	-2
Cc1ccccc1CSC1=NCCN1C(=O)c1ccccc1C	-3	-15
CC(C)C1c2cccn2CCN1C(=O)Nc1ccccc1F (stereo not drawn)	-4	2
NS(=O)(=O)c1ccc(NC(=O)CCc2ccccc2)cc1	-12&-2	-14&-4
CC(NC(=O)C1CCN(Cc2ccc(F)cc2)CC1)c1ccccc1 (stereo not drawn)	0	0
CC(=O)Nc1ccc(S(=O)(=O)Nc2ccccc2C(F)(F)F)cc1	-4	0
CC(C)(Oc1ccc(Cl)cc1)C(=O)NCC1(c2ccccc2)CCOCC1	-13	-4
Cc1ccc(C(=O)Nc2ncc([N+](=O)[O-])s2)cc1	-7	4
COc1cccc(C(O)CN2CCN(c3ccc(F)cc3)CC2)c1 (stereo not drawn)	-6	3
c1ccc(CSc2nnc3ccc(-c4ccccn4)nn23)nc1	-1	-7
